PTAP TSG101 blk – blocks PTAP/TSG101 interaction to inhibit HIV-1 budding; AID 493005; Q99816; Fluorescence polarization, FITC-PTAP peptide / Tsg101 binding; 340,000 tested, under 10 active; Potency, µM (series often up to 115 µM), inactives show at the highest dose activity change, negative = inhibition, usual class: inhibitors; active = well fitted inhibition curve with a large enough effect in the main read-out, with a control signal flat, not every such curve was filed as active; inconclusive = small, poorly fitted or top-dose-only effect, or effect the other way, or a change in a side signal; inactive = no such curve, though single readings can be large or run the other way; also: potency is read from the fitted curve at half-maximal effect; % of control where 0% means no effect
Target sequence (Q99816 whole entry, looked up): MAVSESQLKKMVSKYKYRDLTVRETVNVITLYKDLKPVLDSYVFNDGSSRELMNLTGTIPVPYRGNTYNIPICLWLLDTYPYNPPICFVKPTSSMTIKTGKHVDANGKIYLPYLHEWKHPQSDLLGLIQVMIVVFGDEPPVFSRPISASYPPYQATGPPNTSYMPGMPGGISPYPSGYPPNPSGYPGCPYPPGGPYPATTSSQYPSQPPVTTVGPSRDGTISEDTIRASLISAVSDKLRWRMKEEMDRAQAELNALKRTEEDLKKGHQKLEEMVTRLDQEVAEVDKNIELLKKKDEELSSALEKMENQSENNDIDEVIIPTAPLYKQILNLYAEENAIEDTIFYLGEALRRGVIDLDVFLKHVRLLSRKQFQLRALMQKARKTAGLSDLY
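Steps: Tsg101 binding domain dispensed (10 uM final), compounds pinned in DMSO, FITC-labeled PTAP-motif peptide added (50 nM final); after 20 min binding at room temperature, polarization measured.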
ELG1 DNA repair – inhibitors of ELG1-dependent DNA repair in HEK293T cells; HEK293T ELG1-luciferase reporter, luminescence, 16 h; DNA damage induced by 5-fluorouridine; Potency, µM (top dose mostly 46.1 µM), for inactives: top-dose activity change, negative = inhibition, hits mostly inhibitors; actives 2.3% (n = 330,000); AID 504467; also: potency is read from the fitted curve at half-maximal effect; % is scaled to controls: 0 for no effect and ±100 for the full control effect; nearly all actives have a fitted effect of over 55% in size
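HEK293T cells expressing luciferase-tagged ELG1 (2,000/well) received 5-Fluorouridine plus compound or DMSO for 16 hr at 37 °C. Luciferase was read by ONE-Glo luminescence after 30 min at room temperature.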
TRPV1 ag – agonists of human vanilloid receptor 1 (TRPV1); Q8NER1; actives 0.19% (n = 320,000); TRPV1-expressing cells, Fluo-8 calcium influx, agonist mode; activation, % at 8.33 µM; in the data active = activation above about 80%; inconclusive = between about 30% and that limit; also: 0% is about no effect
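Fluo-8 calcium influx in TRPV1-expressing cells, kinetic read (ex 480/em 520 nm). Compound added and read 3 min for agonist activity, followed by capsaicin at EC20 final and 2 min further read for enhancement.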
CXXC DNA block – inhibitors of human MLL CXXC domain-DNA interaction; Q03164; AID 2662; Potency, µM (doses to about 115 µM), without a hit: at the top dose activity change, negative = inhibition, usual class: inhibitors; actives 0.037% (n = 290,000); MLL-CXXC / FITC-HOXA9 DNA fluorescence polarization; active = well fitted inhibition curve with a large enough effect in the polarisation, with a control signal flat, not every such curve was filed as active; inconclusive = small, poorly fitted or top-dose-only effect, or effect the other way, or a change in a side signal; inactive = no such curve, though single readings can be large or run the other way; the % refers to the polarisation; also: potency is read from the fitted curve at half-maximal effect
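Purified MLL-CXXC (added from a 7 uM solution) was preincubated 5 min at ambient with pinned compounds in 50 mM Tris-HCl pH 7.5, 50 mM NaCl, 1 mM DTT, 0.05% BSA. Fluorescein-labeled HOX-A9 DNA (50 nM solution) followed, 30 min, then polarization read.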
Integrin act MD – activators of alpha7 integrin expression for muscular dystrophy | Potency, µM (doses to about 38.3 µM), inactives show top-dose activation, usual class: activators | actives 0.064% (n = 350,000) | alpha7betagal myoblasts, beta-gal FDG fluorescence, 48 h | AID 624291;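 also: potency is read from the fitted curve at half-maximal effect; 100% = response of the positive control SU9516; nearly all actives have a fitted effect of over 60% in size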
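Alpha7betagal+/- myoblasts (passage 13) were plated 16-24 hr, then exposed to compounds (1:260 dilution of DMSO stock) for 48 hours at 37C. After MPER lysis, β-galactosidase reporter activity was read as FDG fluorescence (ex 480/em 540) after 30 minutes.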
BRCA1 expr act – BRCA1 expression activation. MCF7-BRCA1-FFLuc reporter, luminescence, 48 h; response scale: scaled: vehicle 0%, 10 µM genistein 100%. Potency, µM (highest dose often 46.1 µM), for inactives: top-dose activation, hits mostly activators. actives 1.1% (n = 380,000). AID 624202; also: potency is read from the fitted curve at half-maximal effect; nearly all actives have a fitted effect of over 80% in size; some results filed as inactive show a strong effect at the top dose
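48 h compound treatment of MCF7-BRCA1-FFLuc cells (phenol-red free MEM, 37 °C), then 15 min with luciferase substrate and luminescence imaging.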
B2AR arrestin – beta2AR (human) beta-arrestin recruitment activity; P07550; beta-arrestin recruitment to beta2AR, cell-based reporter; Potency, µM (highest dose often 46.1 µM), for the others: top-dose activation, most hits filed as activators; actives 0.02% (n = 330,000); AID 492947;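 also: potency is read from the fitted curve at half-maximal effect; 0% = DMSO controls and full agonism = EC100 isoproterenol or metaproterenol; nearly all actives have a fitted effect of over 65% in size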
Target sequence (P07550 whole entry, looked up): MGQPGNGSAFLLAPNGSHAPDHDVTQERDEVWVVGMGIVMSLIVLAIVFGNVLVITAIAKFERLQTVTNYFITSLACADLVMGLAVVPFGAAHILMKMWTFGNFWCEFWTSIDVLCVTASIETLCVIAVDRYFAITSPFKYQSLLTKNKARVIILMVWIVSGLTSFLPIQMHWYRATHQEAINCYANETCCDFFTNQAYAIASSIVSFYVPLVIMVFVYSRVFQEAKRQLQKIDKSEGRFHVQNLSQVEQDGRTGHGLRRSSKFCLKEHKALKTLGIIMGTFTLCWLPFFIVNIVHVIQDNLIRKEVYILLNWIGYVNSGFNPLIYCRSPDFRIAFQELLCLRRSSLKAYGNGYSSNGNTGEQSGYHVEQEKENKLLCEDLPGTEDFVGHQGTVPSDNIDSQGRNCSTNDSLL
p53 reactivator – re-activators of mutant p53. H1299 p53-A138V BP100-luciferase reporter, luminescence, 24 h. Potency, µM (titrated, usually from 92.2 µM), for inactives: top-dose activity change, positive = activation, most hits filed as activators. actives 0.063% (n = 320,000); also: potency is read from the fitted curve at half-maximal effect; % of control where 0% means no effect; nearly all actives have a fitted effect of over 45% in size
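p53-null H1299 cells stably carrying temperature-sensitive p53-A138V and a BP100-luciferase reporter were pinned with compounds (4-point, 1:5 series) and held 24 hrs at 37 deg C. Luminescence was read 10 min after detection reagent.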
AT treatment – potential ataxia-telangiectasia treatment; AID 485349; actives 0.19% (n = 320,000); […] A-T fibroblasts, KAP-1 phosphorylation AlphaLISA; neocarzinostatin DNA damage 30 min before lysis; Potency, µM (titrated, usually from 57.5 µM), for the others: at the top dose activation, hits mostly activators; also: potency is read from the fitted curve at half-maximal effect; % of control where 0% means no effect; nearly all actives have a fitted effect of over 45% in size
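ATM-like activity read as KAP-1 phosphorylation via AlphaLISA donor/acceptor antibody pairs after lysis and 6 hr at 25C. Cells were ATM-null patient fibroblasts ([…], hTERT), dosed 60 min, then exposed to the DSB inducer NCS for 30 min.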
TCR activator – activates T cell receptor signaling. primary human leukocytes, anti-CD3, IL-2 HTRF, 48 h. Potency, µM (doses to about 9.22 µM), for inactives: at the top dose activation of IL-2 secretion, most hits filed as activators. 330,000 tested, under 10 active; also: % of control where 0% means no effect
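Human primary leukocytes + a-CD3 beads + cpd, 48 hr; IL-2 in supernatant by HTRF (ex 320nm / em 665nm). No co-stimulatory signal supplied.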
Starred values were filed as active, the others as inactive; u = inconclusive; x = no result given; [ ] = dose if it differs, or a comment. Unless noted, calls follow the shape of the dose curve; as a rule, active = well fitted curve in the direction sought with a large enough effect; inconclusive = small, poorly fitted or top-dose-only effect, or another doubt; inactive = no such curve, though single readings can be large; an effect the other way counts as inactive or inconclusive.

SMILES	PTAP TSG101 blk	ELG1 DNA repair	TRPV1 ag	CXXC DNA block	Integrin act MD	BRCA1 expr act	B2AR arrestin	p53 reactivator	AT treatment	TCR activator
CNc1nnc(-c2cccc(N(C)C)c2)s1	-3%	u	0	5%	25%	u	-0.1%	6%	-1%	5%
Cc1ccc2c(c1)n([O-])c1c([n+]2=O)CCCC1	-8%	10%	-3	-1%	6%	0%	0.0%	-3%	2%	-5%
CCOc1cc(S(=O)(=O)NC2CC(C)(C)NC(C)(C)C2)ccc1F	-1%	4%	-1	4%	-4%	21%	0.1%	0%	1%	-3%
CCCCCC1CCC(c2n[nH]c(=S)n2C)CC1 (stereo unspecified)	-3%	u	14	-3%	0%	-40%	4µM*	3%	10%	5%
CCOC(=O)c1sc(=S)n(-c2ccc(C)cc2)c1SC	-2%	10%	1	19%	u	-1%	-0.2%	4%	2%	-56%
CC(C)(C)c1ccc(C2CC2C(=O)N/N=C\c2cc3ccccc3nc2Cl)cc1 (stereo unspecified)	-2%	-4%	3	26%	-24%	7%	-2.2%	3%	1%	0%
Cn1nc(C(=O)N2CCCc3ccccc32)c2ccccc2c1=O	-1%	5%	-1	7%	-2%	-1%	-0.1%	2%	-1%	-1%
COc1ccccc1OCCNC(=O)CNC(=O)c1ccc2c(c1)OCO2	0%	11%	-2	x	20%	-10%	-0.4%	-4%	1%	-8%
COc1cccc(C(c2c(C)[nH]n(-c3ccccc3)c2=O)c2c(C)[nH]n(-c3ccccc3)c2=O)c1O	-5%	-23%	-3	-5%	2%	-18%	-0.9%	13%	3%	0%
COc1ccccc1N=Cc1nc(-c2ccccc2)oc1OC(C)=O	3%	-3%	12	-5%	-29%	2%	0.6%	3%	x	-4%[46.1 µM]
CN(C)c1ccc(C(O)P(=O)(OCc2ccccc2)c2ccc(N(C)C)cc2)cc1 (stereo unspecified)	1%	-1%	-1	-6%	-20%	-19%	0.2%	-1%	-31%	2%
Cc1ccc(CN2CCN(Cc3ccc(-n4cccn4)cc3C)CC2CCO)cc1 (stereo unspecified)	0%	u	-3	5%	-39%	-12%	-0.4%	-1%	-1%	2%
COc1cc(/C=N/NC(=O)c2ccncc2)ccc1OC(=O)c1cccc(Br)c1	-2%	0%	11	38%[activator]	14%	-9%	-0.1%	11%	-12%	-5%
COc1ccc(N=C2NC(=O)/C(=C/c3ccco3)S2)cc1	1%	u	3	0%	-11%	53%	-1.1%	1%	x	4%
CCOC(=O)c1ccc(NC(=O)CCOc2ccc(OC)cc2)cc1	-5%	-8%	11	0%	-8%	7%[1.84 µM]	-0.1%	-1%	0%	6%

2 entries from above, with two lines to a compound.
Below each SMILES: PTAP TSG101 blk, ELG1 DNA repair, TRPV1 ag, CXXC DNA block, Integrin act MD, BRCA1 expr act, B2AR arrestin, p53 reactivator, AT treatment, TCR activator
Cc1ccc2c(c1)n([O-])c1c([n+]2=O)CCCC1
 : -8%, 10%, -3, -1%, 6%, 0%, 0.0%, -3%, 2%, -5%
CCOc1cc(S(=O)(=O)NC2CC(C)(C)NC(C)(C)C2)ccc1F
 : -1%, 4%, -1, 4%, -4%, 21%, 0.1%, 0%, 1%, -3%

(cont.)
SMILES	PTAP TSG101 blk	ELG1 DNA repair	TRPV1 ag	CXXC DNA block	Integrin act MD	BRCA1 expr act	B2AR arrestin	p53 reactivator	AT treatment	TCR activator
O=C(CN1C(=O)NC(Cc2ccccc2)C1=O)Nc1ccc(F)c(F)c1F (stereo unspecified)	-1%	-3%	-2	x	-25%	-3%	0.1%	0%	9%	4%
CC(=O)OCc1c(F)c(F)c(-n2nc(C)cc2C)c(F)c1F	-1%	4%	-1	11%	-18%	-6%	0.2%	-3%	14%	2%
CC[C@]1(C(=O)OC)[C@H]2C(=O)N(C)C(=O)[C@H]2[C@H]2CN=C(SCc3ccc(OC)cc3)N21	-4%	12%	x	x	-1%	-57%	-0.6%	8%	4%	5%[46.1 µM]
CCN(CC)CCOc1c(Br)ccc2c1sc1nc3n(c(=O)c12)CCC3	-11%	-12%	0	u	0%	-23%	-0.3%	8%	-6%	0%
Clc1ccc(CN2CCCCCCC2)cc1	0%	-5%	0	0%	-13%	-2%	-0.5%	-1%	7%	-4%[46.1 µM]
C=CCc1cccc2cc(C(=O)Nc3cccc(C(=O)O)c3)c(=O)oc12	-5%	u	-2	-2%	-14%	26%	-0.5%	6%	8%	4%
O=C(c1ccccc1NS(=O)(=O)c1cccc([N+](=O)[O-])c1)N1CCOCC1	-7%	-7%	-2	7%	0%	-4%	0.2%	-13%	-5%	-1%
CCOc1ccc(N(C)S(=O)(=O)c2ccc(C)c(C(=O)NCc3ccccc3OC)c2)cc1	1%	u	1	x	-5%	-16%	-0.7%	-5%	3%	1%
COc1ccc(S(=O)(=O)N2CCN(CC(=O)Nc3cc(Cl)ccc3Cl)CC2)cc1	-2%	21%	1	x	21%	-24%	-0.1%	0%	5%	6%
O=C(CSc1ccccc1)N1CCN(c2ccc(F)cc2)CC1	-4%	x	x	x	15%	48%	x	x	x	-2%
COc1cccc(OCc2cc(C(=O)N3CCN(c4ccccc4O)CC3)no2)c1	-5%	u	u	-2%	u	0%	-0.3%	13%	8%	1%
Cc1ccc(C)c(Cc2c(C)nc(C)[nH]c2=O)c1	-2%	-5%	-1	9%	-1%	18%	0.8%	-1%	-2%	-13%[46.1 µM]
O=C(CN1CCN(c2ccc(F)cc2)CC1)Nc1nccs1	-7%	-16%	-3	0%	-2%	-41%	-1.1%	-4%	-2%	-2%
C=CCCCCCCCCc1nc(SCC(=O)O)n[nH]1	-6%	12%	2	2%	3%	-8%	0.4%	0%	10%	1%
FC(F)(F)c1cccc(N/N=C/c2ccccc2)c1	-3%	u	2	u	0%	31%	7.5%	u	3%	13%[46.1 µM]
CNc1cnn(-c2ccccc2)c(=O)c1Cl	-1%	23%	1	-1%	-5%	34%	-0.2%	u	-1%	2%
O=C(O)C[C@H]1c2ccccc2S(=O)(=O)N1C1CCCC1	-1%	x	x	x	8%	0%	x	x	x	9%
Cc1ccc(N2CCN(/N=C/c3c(C)nn(-c4ccccc4)c3Cl)CC2)cc1	-2%	7%	0	17%	-35%	-7%	-0.2%	-3%	-2%	0%[46.1 µM]
NC(=O)CN(N=Nc1cccc([N+](=O)[O-])c1)c1cccc([N+](=O)[O-])c1	0%	-18%	1	6%	u	-6%	-0.2%	2%	10%	-3%
COc1ccc(Cc2nc3ccc(C(=O)N4CCC[C@H]4CO)cc3o2)cc1	x	-5%	3	-2%	15%	-1%	-0.4%	7%	-4%	1%
COc1ccc(Cn2nnnc2C(c2cc3ccc(OC)cc3[nH]c2=O)N2CCCCCC2)cc1 (stereo unspecified)	-7%	u	0	9%	-30%	0%	0.0%	0%	3%	x
Cc1cccn2cc(-c3ccc(NC(=O)Cc4ccccc4)cc3)nc12	-5%	3%	3	13%	-32%	-1%	0.1%	-1%	4%	5%
C[C@@H]1CN([C@@H](C)CO)C(=O)c2cc(NC(=O)Nc3ccccc3)ccc2O[C@H]1CN(C)C(=O)Nc1cccc2ccccc12	-3%	15µM*	x	x	0%	0%	-0.3%	-7%	1%	-7%
COc1ccc(Cl)cc1NS(=O)(=O)c1cccc(C(=O)NC2CC2)c1	0%	0%	x	x	22%	-3%	0.2%	-2%	14%	-8%
COc1cc(NC(=O)C2CCCN(S(=O)(=O)c3cccc4nsnc34)C2)cc(OC)c1 (stereo unspecified)	0%	23µM*	0	13%	-5%	-13%	-3.0%	3%	-7%	1%
CCC(=O)n1nc(-c2ccco2)nc1SCc1ccccc1	-4%	u	7	22%	13%	u	-0.1%	u	-1%	-11%
O=C(Nc1ccccc1F)c1ccc(Cn2cc(Cl)cn2)cc1	-3%	u	0	-1%	6%	15%	0.4%	-2%	-4%	-4%
Cn1c(C2=C(O)CN(c3ccccc3)C2=N)nc2ccccc21	0%	u	8	-3%	17%	-2%	0.0%	-1%	1%	-24%
Cc1sc2ncnc(SCC(=O)N3c4ccccc4Sc4ccc(Cl)cc43)c2c1C	-3%	9%	-1	5%	-20%	-38%	-0.1%	0%	-7%	6%
O=C(SCC(O)C(O)CS)c1cccs1 (stereo unspecified)	-1%	14%	-1	82%[activator]	-2%	3%	-0.3%	-1%	-54%[inhibitor]	2%
CCN(CC)C(=O)CSc1nnc(CNc2ccc(F)cc2)o1	-4%	1%	-2	2%	-8%	10%	0.3%	-4%	8%	x
C=CCN(C(=O)c1csnn1)C(C(=O)NC1CCCC1)c1ccc(Cl)cc1 (stereo unspecified)	-3%	2%	3	0%	0%	-4%	-0.6%	-3%	2%	0%
O=C(NCCCN1CCOCC1)c1ccc(CS(=O)(=O)Cc2ccccc2Cl)o1	-1%	-4%	-5	3%	23%	-17%	-5.1%	4%	-7%	11%
CC[C@]12c3[nH]c4ccc(Cl)cc4c3CCN1C(=O)[C@@H](CC(=O)NCc1cccc(C(F)(F)F)c1)C[C@@H]2C(=O)N1CCN(C(=O)c2ccco2)CC1	-6%	13µM*	x	x	-40%	-72%	2.4%	4%	9%	-9%[46.1 µM]

Screens as filed in PubChem BioAssay.
